# Screening data: PubChem, several laboratories
# PME-1 inh: PME-1 inhibitors via competitive probe labeling, primary screen, biochemical, fluorescence polarization, FP-Rh probe, HTS | 0.53% of 320,000 active | inhibition, % at 5.9 µM | recombinant PME-1;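 active means inhibition above the campaign mean of all compounds plus 3 SD, cut at about 26% in these data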;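 further: competitive labeling of PME-1 active site by serine hydrolase directed probe; 0% = PME-1 with DMSO and 100% = wells lacking PME-1 enzyme; inhibitors block probe labeling so polarization falls and inhibition rises; many of its hits are not listed in these tables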
# GRK2 inh: compounds blocking aptamer binding on GRK2 – biochemical, human GRK2, bead flow cytometry, HTS, primary screen. Beta-adrenergic receptor kinase 1 (Homo sapiens), P25098. FAM-aptamer displacement from GRK2. inhibition of aptamer binding, % at 10 µM. 0.59% of 330,000 active;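 active means inhibition of aptamer binding above 40%, roughly 3 SD of noise, on plates passing a quality check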;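 further: median bead fluorescence of bound FAM aptamer so fluorescent compounds give negative values; no value below 0 was filed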
# Target sequence (P25098 whole entry, looked up): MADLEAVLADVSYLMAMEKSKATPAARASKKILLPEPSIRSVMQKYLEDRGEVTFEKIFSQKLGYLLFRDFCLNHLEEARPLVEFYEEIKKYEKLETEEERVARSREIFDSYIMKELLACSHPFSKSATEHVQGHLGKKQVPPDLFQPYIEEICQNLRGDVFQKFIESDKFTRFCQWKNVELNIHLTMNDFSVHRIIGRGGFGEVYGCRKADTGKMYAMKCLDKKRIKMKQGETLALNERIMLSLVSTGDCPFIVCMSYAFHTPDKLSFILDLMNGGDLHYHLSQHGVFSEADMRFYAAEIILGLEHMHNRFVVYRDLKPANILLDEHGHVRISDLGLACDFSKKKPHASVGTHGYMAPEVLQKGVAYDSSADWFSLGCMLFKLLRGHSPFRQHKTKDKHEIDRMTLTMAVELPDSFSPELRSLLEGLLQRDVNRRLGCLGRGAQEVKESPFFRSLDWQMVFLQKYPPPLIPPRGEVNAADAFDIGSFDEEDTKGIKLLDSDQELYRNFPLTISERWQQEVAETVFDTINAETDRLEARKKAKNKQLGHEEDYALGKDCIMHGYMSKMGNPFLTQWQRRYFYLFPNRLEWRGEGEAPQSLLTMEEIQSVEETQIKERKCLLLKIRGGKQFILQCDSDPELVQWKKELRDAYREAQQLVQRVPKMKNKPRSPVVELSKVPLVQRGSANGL
# Fam108B inh: mouse Fam108B serine hydrolase inhibitors, primary screen, counter-screen for RBBP9 inhibitor project, biochemical, fluorescence polarization; recombinant Fam108B, FP-Rh probe fluorescence polarization; inhibition, % at 9.51 µM; 0.33% of 300,000 active; AID 1947, 2009;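 active means inhibition above the screen mean inhibition plus 3 SD, computed separately per campaign, cut at about 18% in these data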;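 further: inhibitors lower polarization as less probe binds the enzyme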
# Efflux pump mplx: inhibitors of Candida efflux pumps in yeast, primary screen, S. cerevisiae, Nile Red, multiplex; S. cerevisiae Candida pump triplex; inhibition, % at 10 µM; 0.44% of 330,000 active; AID 485275, 2010;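 active means plate passing quality check with inhibition over a set limit, or well fluorescence over plate mean plus 4 SD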;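 further: Nile Red retained in pooled yeast measured as flow cytometry median fluorescence; 0% = buffer negative control and 100% = Enniatin B positive control; higher means more Nile Red kept so more efflux inhibition; some compounds called inactive have numbers as strong as hits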
# Bcl-xL primary: inhibitors of human Bcl-xL, primary screen, biochemical, fluorescence polarization, HTS | Bcl-2-like protein 1 (Homo sapiens), Q07817 | GST-Bcl-xL / FITC-Bim BH3 peptide fluorescence polarization | inhibition, % at 10.9 µM | 0.7% of 320,000 active | AID 2129, 2009;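 active means inhibition above the mean of all tested compounds plus 3 SD, cutoff set per campaign, cut at about 30% in these data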;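 further: 0% = DMSO wells and 100% = unlabeled Bim-BH3 peptide competitor; inhibitors lower millipolarization by displacing the labeled peptide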
# MEX-5 binding: MEX-5 zinc finger RNA-binding disruptors – biochemical, C. elegans, fluorescence polarization, MLPCN library, primary screen; activity score (negative = inhibition of binding), % at 10 µM; 0.38% of 300,000 active; MEX-5/FITC-TCR2 RNA binding; active compounds read low;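 active means inhibition past about -25% in most replicates, and total fluorescence under double the plate's negative control median, limit read from the data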;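 further: 0% = DMSO and -100% = 5 µM competing unlabeled TCR2 RNA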
# GLD-1 RNA inh: GLD-1/TGE RNA complex disruptors, primary screen, biochemical, fluorescence polarization; purified GLD-1 + fluorescein TGE RNA; inhibition, % at 5.96 µM; 0.44% of 320,000 active; AID 2280, 2010;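 active means percent inhibition above a per-plate cutoff, the plate mean of test compounds plus 3 SD, cut at about 30% in these data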;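 further: 0% = DMSO wells with GLD-1 and probe and 100% = wells lacking GLD-1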
# VLA-4 inh: inhibition in human VLA-4 binding assay, primary screen, VLA-4 allosteric modulator project, MLPCN library, flow cytometry, VLA-4 expressing cells | 0.2% of 330,000 active | inhibition, % (about 7 µM as worked out from the volumes in the protocol) | AID 2557, 2010 | ligand binding flow cytometry; in the data active means inhibition above about 50%
# MCL1-BIM inh: inhibitors of MCL1 binding to BIM-BH3, primary screen, biochemical, fluorescence polarization; Induced myeloid leukemia cell differentiation protein Mcl-1 (Homo sapiens), Q07820; inhibition, % at 10.9 µM; 0.68% of 320,000 active; AID 2057, 2009; GST-MCL1 / FITC-Bim-BH3 fluorescence polarization;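 active means inhibition above the mean inhibition of all tested compounds plus 3 SD, set per campaign, cut at about 40% in these data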;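 further: 0% = DMSO wells and 100% = unlabeled Bim-BH3 peptide control; higher means more loss of mP so more displacement of Bim peptide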
# Target sequence (Q07820 whole entry, looked up): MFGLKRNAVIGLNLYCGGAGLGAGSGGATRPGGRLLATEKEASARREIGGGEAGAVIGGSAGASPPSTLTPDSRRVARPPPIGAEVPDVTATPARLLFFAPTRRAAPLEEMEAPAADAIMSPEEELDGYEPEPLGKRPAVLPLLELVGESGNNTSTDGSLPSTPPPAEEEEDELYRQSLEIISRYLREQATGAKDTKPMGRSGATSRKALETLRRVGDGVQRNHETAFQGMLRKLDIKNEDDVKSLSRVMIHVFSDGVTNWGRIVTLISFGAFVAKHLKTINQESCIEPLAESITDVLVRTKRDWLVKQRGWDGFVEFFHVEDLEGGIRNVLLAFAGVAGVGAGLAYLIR
# An asterisk follows results filed as active; / = no result given.
SMILES,PME-1 inh,GRK2 inh,Fam108B inh,Efflux pump mplx,Bcl-xL primary,MEX-5 binding,GLD-1 RNA inh,VLA-4 inh,MCL1-BIM inh
CC(C)c1cc(C(=O)NNC(=S)NC2CCCCC2)cs1,2,2,-1,0.0,6,0.4,5,-2,5
O=C(Nc1cc(Cl)ccc1O)C1CC(c2c(F)cccc2Cl)=NO1 (stereo not given),-22,0,0,-0.1,-8,-0.2,5,-29,-15
COC(=O)c1cc(C(=O)N2CCN(c3ccccc3OC)CC2)cc([N+](=O)[O-])c1,1,0,1,-0.1,5,-0.6,-9,14,-2
COc1ccc(CNC(c2ccccc2)c2ccc(Cl)cc2)cc1 (stereo not given),-3,0,5,-0.1,5,0.9,3,-4,0
CC(C)C(=O)Nc1nnc(SCC(=O)NCc2ccco2)s1,3,1,-7,-0.4,8,-0.6,5,16,8
Cc1cccc(C)c1NC(=O)N1C(C(=O)O)CSC1C(=O)O (stereo not given),7,0,3,-0.1,8,-1.4,1,-16,6
CCOC(=O)c1cn(CC)c2cc3c(cc2c1=O)OCO3,-1,3,0,-0.1,4,0.2,8,-9,5
CC1CCC(NC(=O)CN2C(=O)NC3(CCCCC3C)C2=O)CC1 (stereo not given),3,2,/,-0.3,2,/,-2,13,-5
COCCNC(=O)c1cc(-c2ccccc2)n(CC2CC(c3ccc(OC)cc3)=NO2)n1 (stereo not given),-3,1,-3,-0.1,0,-1.4,1,-12,1
CC(C)CC(COCc1cccc(Cl)c1)N1CCN(C(=O)c2ccc(C(F)(F)F)cc2)CCC1=O (stereo not given),3,0,2,0.3,3,-0.1,4,4,-5
CC(Oc1ccc(Cl)cc1)C(=O)NCCCn1ccnc1 (stereo not given),-5,2,0,0.0,4,2.5,5,22,-7
C=CCC[C@@H](Cc1ccc(F)cc1)C(=O)OC[C@H](Cc1c[nH]c2ccccc12)NC(=O)[C@@H](CC=C)CC(=O)N(CCO)Cc1ccccc1,/,0,/,149*,/,/,11,12,/
CN1CCN(c2ncnc3c2[nH]c2ccc(F)cc23)CC1,-4,1,0,-0.1,-2,2.2,1,-1,-3
Cc1ccc(C(=O)C2=C(O)C(=O)N(Cc3cccnc3)C2c2ccc(Cl)c(Cl)c2)o1 (stereo not given),2,1,2,0.1,7,9.1,7,-4,7
N#CC1=C(N)N(c2ccc(Cl)c(Cl)c2)C(=O)C1,5,0,6,0.0,10,1.0,-5,-6,5
CC(C)OC(=O)C1C(=O)CC(C)(O)C(C(=O)OC(C)C)C1c1ccc(F)cc1 (stereo not given),0,0,-3,0.1,3,0.8,4,-11,3
COC(=O)c1cccc(C(=O)N2CCCC(C(=O)c3cc(F)ccc3F)C2)c1 (stereo not given),2,0,5,0.0,3,0.1,-1,-5,1
CN(CC(=O)Nc1cccc2ccccc12)C(=O)/C=C/c1cccs1,5,3,-3,0.0,-1,-1.3,-9,-23,-3
Cc1ccc2c(c1)C1(C)C(C(C)(C)N2C=O)C1(Cl)Cl (stereo not given),2,1,1,0.0,8,-0.2,3,4,9
CC(C)CCN(Cc1ccco1)S(=O)(=O)c1csc(C(N)=O)c1,-6,4,2,0.1,10,5.0,-4,12,5

# Record cards (already shown). Values in the order: PME-1 inh | GRK2 inh | Fam108B inh | Efflux pump mplx | Bcl-xL primary | MEX-5 binding | GLD-1 RNA inh | VLA-4 inh | MCL1-BIM inh
# Profile of `Cc1ccc(C(=O)C2=C(O)C(=O)N(Cc3cccnc3)C2c2ccc(Cl)c(Cl)c2)o1` (stereo not given) → 2 | 1 | 2 | 0.1 | 7 | 9.1 | 7 | -4 | 7
# Profile of `CC1CCC(NC(=O)CN2C(=O)NC3(CCCCC3C)C2=O)CC1` (stereo not given) → 3 | 2 | / | -0.3 | 2 | / | -2 | 13 | -5

# Further results:
SMILES,PME-1 inh,GRK2 inh,Fam108B inh,Efflux pump mplx,Bcl-xL primary,MEX-5 binding,GLD-1 RNA inh,VLA-4 inh,MCL1-BIM inh
Cn1cccc1/C=N/NC(=O)c1cc2ccccc2cc1O,23,2,5,-0.1,0,-2.0,-18,13,1
COc1ccc(Cl)cc1NS(=O)(=O)c1ccc2c(c1)NC(=O)CCS2,16,3,-4,0.1,-2,0.5,-10,6,-5
CCOC(=O)CSc1nc2c(c(=O)[nH]c(=O)n2C)n1CCc1ccccc1,1,1,-3,0.0,1,0.4,-8,19,1
CCC(=O)Nc1ccc(NC(=O)CSc2nnnn2-c2ccc(OC)cc2)cc1,-2,1,0,0.1,3,0.9,7,0,10
N#CCCN1CCN(S(=O)(=O)c2ccc(S(=O)(=O)N3CCCC3)cc2)CC1,-10,0,0,0.1,4,2.1,2,-3,4
CC1(C(=O)O)CCC(C(=O)NNC(=O)c2ccccc2Cl)C1(C)C (stereo not given),1,2,2,0.0,2,0.0,6,19,0
COCCn1cnc2c1c(=O)n(CC(=O)Nc1cc(C)on1)c(=O)n2Cc1ccccc1,-7,0,9,-0.1,-1,1.5,10,6,2
CC(=C\C(=O)O)/C(=C/c1ccc(C)o1)C(=O)O,5,13,-3,0.0,11,-2.5,11,0,15
CC(C)NCCCOc1ccc(Cl)cc1Br,-11,0,-4,1.3*,-4,0.5,-2,5,0
COCC(=O)Nc1cc([N+](=O)[O-])ccc1OC,5,0,4,-0.1,-1,1.6,-5,7,3
O=C(NNC(=O)C1CCN(S(=O)(=O)c2ccccc2C(F)(F)F)CC1)c1ccccc1O,2,2,3,-0.1,8,-2.0,5,23,2
CCCSc1nc(SCC(=O)NCc2ccccc2)c2c3c(sc2n1)COC(C)(C)C3,-1,0,-5,0.1,-2,-2.8,6,13,-3
N#Cc1ccc(C23CC4(C2)[C@H](CN(CC2CCCCC2)[C@@H]4c2ccccc2)C3c2ccc(Cl)nc2)cc1 (stereo not given in full),-6,0,-2,0.1,1,5.4,-3,3,5
C=CCn1c(SC2CCOC2=O)nc2sc(CC)cc2c1=O (stereo not given),0,2,2,0.2,-2,0.9,4,-6,-11
Cc1c(C(=O)N(C)C)c2ccc(Cl)cc2n1O,0,1,1,0.0,0,1.5,-4,-5,0
Cc1ccc2cc(C=O)c(N3CCOCC3)nc2c1C,4,0,0,0.0,7,-0.5,4,-10,4
COc1ccc(OC)c2sc(NC(=O)CCSc3ccccc3)nc12,8,0,2,0.1,3,-0.5,3,14,3
COc1ccc(-n2c(NN)nc3sc4c(c3c2=O)CCCC4)cc1,3,1,3,0.3,-5,0.3,-7,16,-11
CCc1nc(Nc2ccccc2O)c2oc3ccccc3c2n1,/,0,/,-0.1,/,-0.9,/,1,/
CCOC(=O)C(NC(=O)c1ccc(OC)cc1)(N1CCOCC1)C(F)(F)F (stereo not given),-7,0,1,0.0,-2,-2.7,-1,13,-6
NC(=S)N/N=C/c1ccccc1[N+](=O)[O-],-1,2,2,-0.1,4,-0.8,-2,6,9
CS(=O)(=O)N(CC(=O)N1CCCC1)c1ccc(Cl)cc1,4,0,-3,0.1,3,1.4,1,-9,-8
O=c1/c(=C/c2ccco2)sc2n1CN(c1cccc(Br)c1)CN=2,3,2,1,0.0,7,-3.6,3,10,9
O=C(Nc1nnc(C(F)(F)F)s1)c1c(F)cccc1F,-3,2,0,-0.1,4,0.9,4,-8,2
CN(C)/C=N/c1ncc(C(=O)c2ccc3ccccc3c2)s1,7,0,5,0.1,-1,-2.4,-2,3,0
CCCN1CCC(=NNc2ccc(S(N)(=O)=O)cc2[N+](=O)[O-])CC1,1,2,5,-0.1,1,-4.3,-1,22,1
O=C(Nc1cc([N+](=O)[O-])ccc1O)c1cccc(C(=O)Nc2cc([N+](=O)[O-])ccc2O)c1,4,5,10,0.0,17,-5.4,-4,8,16
CCc1c(C)nc(N2CCN(c3cccc(OC)c3)CC2)[nH]c1=O,-3,2,1,-0.1,6,-1.1,0,3,11
CNC(=O)N1c2ccccc2CCc2ccccc21,6,0,-3,0.1,1,0.9,1,4,0
CCCCn1c(N)c(N(CC(C)C)C(=O)c2ccc3c(c2)NC(=O)C(C)S3)c(=O)[nH]c1=O (stereo not given),8,0,1,-0.8,-1,1.4,3,2,-10
COc1ccccc1C(=O)NC(CCSC)C(=O)NCC(c1cccs1)N(C)C (stereo not given),0,0,7,0.0,6,-2.4,-4,-7,-3
O=C(NC1CC1)C1CCN(Cc2cnn(-c3ccccc3)c2-n2cccc2)CC1,0,0,0,0.2,4,-0.7,1,21,6
Cc1cc(C)cc(OCc2nc(-c3cccnc3)no2)c1,-3,0,-2,0.0,-2,3.4,0,4,1
COc1ccc(COC(=O)Nc2cc3c(C(F)(F)F)nn(C)c3s2)cc1,-1,0,-2,0.1,4,2.7,-1,9,4
Cc1cc(F)ccc1S(=O)(=O)Nc1ncnc2scc(-c3ccc(F)cc3)c12,-1,2,5,0.1,4,1.9,10,-7,13
O=C(NCN1C(=O)C2C3C=CC(C3)C2C1=O)Nc1ccccn1 (stereo not given),-3,1,3,0.0,1,-2.7,6,16,-3
O=C(c1ccc(NC2=NC3CS(=O)(=O)CC3S2)cc1)N1CCN(c2ccccc2F)CC1 (stereo not given),3,0,-1,0.1,-1,0.8,-4,7,-2
O=C(CN1C(=O)NC(c2ccccc2)(c2ccccc2)C1=O)NCc1cccs1,2,/,/,/,0,/,4,/,-3
CCCCSc1nc2c(c(=O)n1CC)SC(C)C2 (stereo not given),11,0,-6,0.3,-1,0.0,-9,3,-6
Cc1cc(/C=N/N2CCN(C)CC2)c(C)n1-c1ccc(Cl)cc1,-5,0,7,0.0,4,2.0,10,3,4
COc1ccccc1[C@@H]1C(c2cccc(Cl)c2)=NN(c2ccc(Br)cc2)[C@H]1C(=O)N1CCOC1=O,-3,0,6,0.1,-1,3.8,0,-8,-7
Clc1ccc2c(c1)C(C1=NCCN1)c1ccccc1CS2 (stereo not given),1,0,-4,-0.1,8,1.3,9,20,11
O=[N+]([O-])c1ccc2nc(SCc3cn4cc(Cl)ccc4n3)[nH]c2c1,-15,3,-8,-0.4,-1,-0.6,3,0,-4
COc1cc(C(=O)Oc2ccccc2N)cc(OC)c1OC,0,0,1,0.1,4,-1.1,2,6,-6
Cc1nc(NC(=O)CSc2nccn2C)sc1C(=O)N(C)C,3,0,-1,0.1,1,-0.7,3,-3,6
CCCCOc1ccc(C(=O)N2CCN(c3ncccn3)CC2)cc1,-2,1,2,-0.1,6,3.7,8,-1,0
Cc1c(NS(=O)(=O)c2ccc(N3CCN(C)CC3)c([N+](=O)[O-])c2)c(=O)n(-c2ccccc2)n1C,3,0,-2,-0.1,-2,-0.6,3,6,0
CC1CC(C)CN(C(=O)CSc2nnc(-c3ccc(Cl)s3)o2)C1 (stereo not given),-2,0,0,0.3,2,-2.1,0,9,2
COc1ccc(S(=O)(=O)N2CCc3ccccc32)cc1C(=O)NCC(c1ccco1)N1CCCC1 (stereo not given),/,0,/,-0.3,/,/,7,-4,/
Cc1ccc(NC(=O)CSc2ncc3ccccn23)cc1C,-2,0,3,0.0,5,0.2,0,-5,-1
Cc1cc(S(=O)(=O)N2CCOCC2)ccc1OCC(=O)N1CCCC1,-5,0,4,0.1,-1,-0.1,-2,11,-3

# Only part of the results is shown; rates above refer to the full screens.
